SMN2 splice enh – qHTS Assay for Enhancers of SMN2 Splice Variant Expression | AID 1458, 2008 | HEK293 SMN2-luciferase splicing reporter, luminescence, 30-36 h | Potency, µM (highest dose often 46.1 µM), for inactives: top-dose activity change, positive = activation, hits mostly activators | actives 2.8% (n = 210,000); also: % of control where 0% means no effect; nearly all actives have a fitted effect of over 55% in size
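HEK293 cells carry an SMN2 […]–luciferase reporter in which exon 7 inclusion puts luciferase in frame. Cells were plated 10-12 h before compound addition, then incubated 30-36 h at 37C. ONE-Glo luminescence was read; sodium butyrate at 4.5 mM final served as control.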
Tau fibril ThT – qHTS for Inhibitors of Tau Fibril Formation, Thioflavin T Binding; Microtubule-associated protein tau (Homo sapiens), P10636; recombinant tau K18 P301L (four-repeat tau fragment), heparin-induced fibrillization, ThT fluorescence; Potency, µM (top dose mostly 57.4 µM), for inactives: at the highest dose activity, negative = inhibition, actives largely listed as inhibitors; actives 2.1% (n = 270,000); AID 1460, 2008; also: % is scaled to controls: 0 for no effect and ±100 for the full control effect; nearly all actives have a fitted effect of over 55% in size
Target sequence (P10636 561-689 P618L limits assumed): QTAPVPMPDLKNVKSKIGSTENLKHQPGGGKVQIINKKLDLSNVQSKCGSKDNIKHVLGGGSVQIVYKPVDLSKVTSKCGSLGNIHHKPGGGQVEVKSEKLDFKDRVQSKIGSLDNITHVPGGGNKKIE
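Heparin-induced (20 uM) aggregation of recombinant human K18 P301L tau, 15 uM unlabeled with 0.24 uM labeled, pH 7 acetate buffer, 6 hr at 37 C with compound. Fibrils quantified by 30 uM ThT fluorescence after 1 hr ambient incubation.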
ALDH1A1 block – qHTS Assay for Inhibitors of Aldehyde Dehydrogenase 1 (ALDH1A1); Purified ALDH1A1, NADH fluorescence, propionaldehyde substrate; actives 7.3% (n = 220,000); AID 1030, 2008; Potency, µM (doses to about 75.3 µM), for the others: at the top dose activity, negative = inhibition, most hits filed as inhibitors; active = well fitted inhibition curve with a large enough effect, not every such curve was filed as active; inconclusive = small, poorly fitted or top-dose-only effect, or another doubt; inactive = no such curve, though single readings can be large or run the other way;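 also: plate controls were no enzyme wells and a reference inhibitor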
RECQ1 inh – qHTS Assay for Inhibitors of RecQ-Like Dna Helicase 1 (RECQ1) | Potency, µM (doses to about 57.3 µM), without a hit: top-dose activity, negative = inhibition, hits mostly inhibitors | ATP-dependent DNA helicase Q1 (Homo sapiens), P46063 | actives 0.54% (n = 240,000) | RECQ1 DNA unwinding, red fluorescence kinetic read;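 also: plate controls were vehicle for no effect and no enzyme for full effect; nearly all actives have a fitted effect of over 30% in size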
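RECQ1T1 50 nM; forked duplex (20 bp + 30-nt ss tails) 200 nM, ATP 2 mM final; pH 8.0, 2 mM MgCl2, 2.5 ug/ml poly(dI-dC); 15 min compound preincubation; discontinuous kinetic read over 2 h at RT.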
L3MBTL1 block – qHTS Assay for the Inhibitors of L3MBTL1 | Lethal(3)malignant brain tumor-like protein 1 (Homo sapiens), Q9Y468 | AlphaScreen L3MBTL1–H3K9me1 peptide binding | Potency, µM (titrated, usually from 57.1 µM), without a hit: top-dose activity, negative = inhibition, actives largely listed as inhibitors | actives 0.66% (n = 230,000); also: % is scaled to controls: 0 for no effect and ±100 for the full control effect; nearly all actives have a fitted effect of over 60% in size
Target sequence (Q9Y468 whole entry, looked up): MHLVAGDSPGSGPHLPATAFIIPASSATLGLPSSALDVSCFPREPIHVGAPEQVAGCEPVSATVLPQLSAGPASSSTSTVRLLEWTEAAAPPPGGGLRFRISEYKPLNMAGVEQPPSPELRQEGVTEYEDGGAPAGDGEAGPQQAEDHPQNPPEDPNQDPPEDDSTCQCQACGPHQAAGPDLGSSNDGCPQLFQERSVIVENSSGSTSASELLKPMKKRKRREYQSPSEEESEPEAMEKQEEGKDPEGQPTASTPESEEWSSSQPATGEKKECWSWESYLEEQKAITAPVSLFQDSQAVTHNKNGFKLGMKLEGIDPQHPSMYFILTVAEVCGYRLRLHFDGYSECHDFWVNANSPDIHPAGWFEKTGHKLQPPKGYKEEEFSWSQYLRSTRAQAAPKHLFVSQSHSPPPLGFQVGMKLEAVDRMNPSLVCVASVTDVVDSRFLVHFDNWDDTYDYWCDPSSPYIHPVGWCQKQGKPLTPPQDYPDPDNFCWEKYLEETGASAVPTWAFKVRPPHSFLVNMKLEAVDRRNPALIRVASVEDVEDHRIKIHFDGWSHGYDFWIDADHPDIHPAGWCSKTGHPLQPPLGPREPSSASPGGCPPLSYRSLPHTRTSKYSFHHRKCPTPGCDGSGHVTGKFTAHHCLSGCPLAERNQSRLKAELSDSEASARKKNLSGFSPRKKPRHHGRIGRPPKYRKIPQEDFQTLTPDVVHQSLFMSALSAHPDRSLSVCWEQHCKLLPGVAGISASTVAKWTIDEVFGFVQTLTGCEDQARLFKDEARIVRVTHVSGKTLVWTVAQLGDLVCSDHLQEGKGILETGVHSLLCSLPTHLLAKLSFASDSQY
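First, the protein-peptide complex forms for 30 min at room temperature (L3MBTL1 50 nM, biotinylated H3K9me1 peptide 75 nM). Next, compounds are pin-transferred and incubated 30 min. Finally, AlphaScreen beads are added and read after 30 min.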
Luc counter – Counterscreen for Luciferase (Kinase-Glo TM) Inhibition; Luciferin 4-monooxygenase (Photuris pensylvanica), Q27757; Kinase-Glo luciferase, ATP luminescence, 8 min; Potency, µM (titrated, usually from 38.3 µM), for inactives: top-dose activity change, negative = inhibition, usual class: inhibitors; actives 0.28% (n = 200,000); AID 1379, 2008; also: % is scaled to controls: 0 for no effect and ±100 for the full control effect; nearly all actives have a fitted effect of over 60% in size
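Luminescence was the read-out, taken after 8-minute incubation at ambient temperature. Luciferase turned over luciferin with 10 uM ATP in imidazole pH 7.2 buffer containing KCl, MgCl2, Tween 20 and BSA.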
KDM4E inh – qHTS Assay for Inhibitors of Human Jumonji Domain Containing 2E (JMJD2E); Lysine-specific demethylase 4E (Homo sapiens), B2RXH2; JMJD2E catalytic domain, FDH-coupled NADH fluorescence (FDH is formaldehyde dehydrogenase); Potency, µM (titrated, usually from 57.1 µM), for inactives: at the highest dose activity change, negative = inhibition, hits mostly inhibitors; actives 1.6% (n = 230,000); active = well fitted inhibition curve with a large enough effect, not every such curve was filed as active; inconclusive = small, poorly fitted or top-dose-only effect, or another doubt; inactive = no such curve, though single readings can be large or run the other way;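 also: 0% = wells with enzyme and -100% = buffer wells without enzyme; nearly all actives have a fitted effect of over 50% in size; many of its hits are not listed in these tables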
Lamin A splicing – qHTS Assay for Modulators of Lamin A Splicing. HeLa LMNA splicing GFP/RFP minigene ratio, 48 h. Potency, µM (doses to about 46.1 µM), for the others: at the highest dose ratio change, negative = inhibition, hits mostly inhibitors. actives 0.01% (n = 200,000). AID 1487, 2009; active = well fitted inhibition curve with a large enough effect in the signal ratio, with a control signal flat, not every such curve was filed as active; inconclusive = small, poorly fitted or top-dose-only effect, or effect the other way, or a change in a side signal; the % refers to the signal ratio; also: % is scaled to controls: 0 for no effect and ±100 for the full control effect
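S3 HeLa stable clones carrying a lamin A-EGFP splicing minigene plus DsRed2 were seeded at 600 cells/well in Opti-MEM with 2% FBS, pin-dosed and incubated 48 h at 37°C. Acumen cytometry (488 nm) gave the GFP/RFP total-intensity ratio.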
* hit, by the source's call; i = inactive; ? = inconclusive; nt = no result given; [ ] = dose if it differs, or a comment. Unless noted, calls follow the shape of the dose curve; as a rule, active = well fitted curve in the direction sought with a large enough effect; inconclusive = small, poorly fitted or top-dose-only effect, or another doubt; inactive = no such curve, though single readings can be large; an effect the other way counts as inactive or inconclusive. Potency is read from the fitted curve at half-maximal effect. An excerpt; count on the stated rates, not on these rows.

#	molecule	SMN2 splice enh	Tau fibril ThT	ALDH1A1 block	RECQ1 inh
1	O=C(N[C@@H](Cc1ccccc1)C(=O)O)c1ccncc1	nt	3%	0%	-5%
2	CCCN(CCC)CCCNC(=O)C1c2cc(OC)c(OC)cc2C(=O)N(C)C1c1cccs1 (stereo not given)	14%	-2%	2%	-1%
3	O=C(Nc1ccc(Cl)cc1)c1cccc(N2C(=O)C3C4CCC(C4)C3C2=O)c1 (stereo not given)	-80%[inhibitor]	4%	9%	3%
4	COc1cc(C(=O)Nc2cc(Cl)ccc2C)c(-n2cnnn2)cc1OC	-6%	4%	1%	6%
5	COc1ccc(S(=O)(=O)N(CC(=O)N2CCN(c3ccccc3)CC2)c2ccccc2)cc1	-14%	-10%	-26%	-7%
6	COc1ccc(/C=C/CN2CCN(Cc3ccc(F)cc3)C(CCO)C2)cc1 (stereo not given)	nt	-8%	0%	-14%
7	O=C1CC(N2CCc3ccccc32)C(=O)N1c1ccc(F)cc1 (stereo not given)	1%	-8%	6%	5%
8	COc1ccc(C2C=C(c3ccc(C)c(C)c3)Nc3ncnn32)c(OC)c1OC (stereo not given)	-5%	-15%	?	-9%
9	CC(C)(C)c1ccc2c(c1)OC(C(=O)N/N=C\c1ccc(-c3cccc(C(=O)O)c3)o1)CO2 (stereo not given)	nt	?	nt	-1%
10	Cc1c(C(=O)NCc2ccc3c(c2)OCO3)oc2ccccc12	-44%[inhibitor]	-2%	1%	i
11	CCOC(=O)CC(NC(=O)c1cccc2c1C(=O)N(Cc1cccnc1)C2)c1ccc(OCC)c(OC)c1 (stereo not given)	nt	-16%	?	-6%
12	CCCCNC(=O)c1onc(CSc2ccc(C)c(C)c2)c1C(=O)O	1%	-4%	6%	-10%
13	C=CCn1c(-c2sc(-c3ccccc3)nc2C)n[nH]c1=S	-8%	-9%	?	i
14	Cc1cc(C)c(N(C(=O)CN2C(=O)c3ccccc3S2(=O)=O)C(C(=O)NCC2CCCO2)c2ccc(F)cc2)c(C)c1 (stereo not given)	-15%[1.84 µM]	?	12%	2%
15	CCc1ccc(-c2c(C)sc(NC(C)=O)c2C(N)=O)cc1	-19%	-17%	?	i

#	L3MBTL1 block	Luc counter	KDM4E inh	Lamin A splicing
1	1%	nt	-5%	nt
2	nt	-5%	1%	2%
3	?	-1%	-4%	?
4	-3%	0%	-3%	15%
5	nt	1%	3%	?
6	-7%	0%	3%	12%[46 µM]
7	-18%	-2%	2%	7%[46 µM]
8	1%	1%	?	?
9	16µM*	nt	?	nt
10	7%	-5%	-2%	?
11	nt	nt	0%	nt
12	3%	2%	-7%	?
13	0%	-2%	?	?
14	-4%	1%	1%	-7%
15	-3%	-2%	-11%	-17%

(next part)
#	molecule	SMN2 splice enh	Tau fibril ThT	ALDH1A1 block	RECQ1 inh
16	CCCN(CCC)C(=O)Cn1ccc(=N)c2ccccc21	-10%	-5%	-2%	0%
17	COc1ccc(Nc2cc(C(=O)NCc3ccccn3)c3ccccc3n2)c(OC)c1	1%	?	7%	8%
18	COc1ccc(C2C(C(=O)c3cccs3)=C(O)C(=O)N2c2cccc(C)n2)cc1 (stereo not given)	nt	0%	nt	8%
19	Cc1ccc(C2CC(=O)C=C(NCc3ccccc3)C2)cc1 (stereo not given)	nt	3%	nt	-7%
20	Cc1cc(OCCN2CCCC2)cc(C(C)C)c1	0%	-1%	-9%	-9%
21	Cc1ccc(C(=O)NC(=S)NCc2ccco2)cc1	14%	-9%	?	-3%
22	Cc1sc(NC(=O)c2ccco2)c(CN2CCN(c3ccccn3)CC2)c1C	nt	-13%	-5%	-11%
23	CC(C)CNC(=S)Nc1ccc(F)cc1	27%	-2%	6%	i
24	Cc1ccn2cc(-c3ccc4c(c3)NC(=O)CO4)nc2c1	5.6µM*	-12%	-10%	0%
25	O=C(Nc1ccccc1)Nc1cc(S(=O)(=O)N2CCOCC2)ccc1N1CCCC1	-5%[1.84 µM]	0%	?	0%
26	Cc1onc(-c2ccccc2)c1C(=O)N/N=C/C(Br)=C/c1ccccc1	-59%[inhibitor]	-9%	-2%	-2%
27	COc1ccc(-c2nc(NC(=O)c3[nH]c(C)c(C(C)=O)c3C)sc2C)cc1	7%	?	-4%	-15%
28	Cc1c[nH]c(=O)c([N+](=O)[O-])c1	nt	-3%	nt	-11%
29	CC1CCCN(c2nc3c(c(=O)[nH]c(=O)n3C)n2CCSc2ncccn2)C1 (stereo not given)	nt	-3%	-10%	i
30	CCCCOC(=O)CSc1nc2ccccc2o1	nt	-3%	nt	-3%

#	L3MBTL1 block	Luc counter	KDM4E inh	Lamin A splicing
16	0%	-4%	-3%	?
17	-22%	-7%	0%	16%[9.22 µM]
18	1%	nt	-7%	nt
19	-3%	nt	4%	nt
20	-4%	3%	?	0%
21	-30%	-1%	-2%	nt
22	-5%	nt	-6%	?
23	11%	0%	8%	9%
24	19%	-17%	?	-10%[46 µM]
25	46%[activator]	-2%	3%	-8%
26	-15%	0%	-16%	?
27	nt	4%	?	nt
28	12%	nt	?	nt
29	-4%	nt	-3%	nt
30	141%[activator]	nt	-8%	nt

Continued; it opens with the 4 that closed the last part.
#	molecule	SMN2 splice enh	Tau fibril ThT	ALDH1A1 block	RECQ1 inh
27	COc1ccc(-c2nc(NC(=O)c3[nH]c(C)c(C(C)=O)c3C)sc2C)cc1	7%	?	-4%	-15%
28	Cc1c[nH]c(=O)c([N+](=O)[O-])c1	nt	-3%	nt	-11%
29	CC1CCCN(c2nc3c(c(=O)[nH]c(=O)n3C)n2CCSc2ncccn2)C1 (stereo not given)	nt	-3%	-10%	i
30	CCCCOC(=O)CSc1nc2ccccc2o1	nt	-3%	nt	-3%
31	Cn1cc(-c2nc3cnc(Oc4ccccc4)nc3n(CCC#N)c2=O)c2ccccc21	1%	nt	-4%	-4%
32	COc1cc(-c2nnn(CC(=O)N3CCOCC3)n2)cc(OC)c1OC	-11%	-11%	7%	-11%
33	O=C(CN(Cc1ccccc1Cl)C(=O)c1ccc(CN2CCOCC2)o1)NCC1CCCO1 (stereo not given)	9%	-4%	-10%	-10%
34	COCCNC(=O)/C(C#N)=C/c1ccc(-c2ccc(S(=O)(=O)N3CCOCC3)cc2)o1	-2%	-8%	?	-3%
35	CC(SCc1ccccc1)C(=O)N/N=C/c1ccc(OCC(=O)NCc2ccco2)cc1 (stereo not given)	-28%	4%	-1%	-1%
36	CCCC1=C(C(=O)OCC)C(c2ccc(OC)c(CSc3ccccn3)c2)C(C#N)=C(N)O1 (stereo not given)	3%	?	?	0%
37	O=C(NCC1CCN(Cc2ccccc2Cl)CC1)Nc1cccc(Cl)c1	-8%	9%	3%	i
38	COc1ccc(-c2cnnn2-c2ccc(NC(=O)c3ccco3)cc2)cc1OC	2%	1%	-4%	i
39	CN(C)S(=O)(=O)c1ccc(Cl)c(NC(=O)COC(=O)C2CSC3(C)CCC(=O)N23)c1 (stereo not given)	1%	-14%	?	1%
40	O=C(CCCCC(=O)N1CCN(c2ccccc2)CC1)N1CCN(c2ccccc2)CC1	-23%	?	-13%	14%
41	Cc1cc(C)nc(SCC(=O)Nc2cc(C)on2)n1	0%	0%	7%	4%
42	Cc1c(NC(=O)CN2C(=O)NC3(CCC(C)CC3)C2=O)c(=O)n(-c2ccccc2)n1C (stereo not given)	25%	-3%	8%	i
43	CCn1c(-c2csc(-c3ccc(Cl)cc3)n2)n[nH]c1=S	-19%	?	4%	-11%
44	COc1ccccc1CSc1nc2ccccc2[nH]1	?	-17%	4%	-2%
45	CCN(CC)C(=O)C1CCCN(C(=O)Nc2ccccc2)C1 (stereo not given)	-15%	-6%	2%	-13%
46	COc1ccc(NC(=O)C2CCN(S(=O)(=O)c3ccc(OC)c(OC)c3)CC2)c(OC)c1	-1%	-5%	-8%	-10%
47	CCc1ccccc1N1C(=O)C2CC(C)=C(C)CC2C1=O (stereo not given)	-5%	-1%	6%	i
48	Cc1ccc(S(=O)(=O)CCSc2cccc(C(=O)Nc3ccccc3C(=O)O)c2)cc1	-4%[1.84 µM]	1%	?	-5%

#	L3MBTL1 block	Luc counter	KDM4E inh	Lamin A splicing
27	nt	4%	?	nt
28	12%	nt	?	nt
29	-4%	nt	-3%	nt
30	141%[activator]	nt	-8%	nt
31	nt	-1%	nt	nt
32	6%	1%	4%	-5%
33	-1%	1%	-2%	-6%
34	-3%	-1%	?	-1%
35	-11%	-4%	-11%	-22%
36	-9%	-3%	-4%	-3%
37	-20%	0%	-3%	-13%[9.22 µM]
38	1%	0%	4%	0%
39	2%	1%	11%	?
40	-1%	-1%	2%	?
41	38%[activator]	-5%	-1%	12%
42	nt	-2%	-2%	nt
43	nt	-3%	-4%	-6%
44	7%	2%	-5%	-19%
45	nt	-3%	4%	-6%
46	-2%	-3%	-1%	-2%
47	0%	0%	6%	10%
48	-3%	-3%	-2%	?
